Compound activity from PubChem.
WT yeast gro inh = growth inhibition of WT strain, primary screen, mitochondrial fusion inhibitor project, WT and mutant strains, chemical genetic | mitochondrial fusion phenotypic screen | inhibition, % at 10 µM | actives 2.1% (n = 190,000) | AID 1362, 2008; in the data active = inhibition above about 58%; tested in S. cerevisiae
Dynein transport = inhibitors of GR-EGFP nuclear translocation, primary screen, dynein cargo transport inhibitor project, imaging, high-content, 3617.4 mouse cells. test concentration mostly 20 µM; stimulated with dexamethasone, 1 µM; hits give low values. z-score, hits read low. actives 0.47% (n = 220,000);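 active = plate z-score of nuclear minus cytoplasmic receptor signal below a set negative limit, without overly bright fluorescence or cell loss, cut at about -3.5 in these data, passing the limit was not always enough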;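 also: z-score of nuclear minus cytoplasmic ring GR-EGFP intensity difference per well; some compounds called inactive have numbers as strong as hits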
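Buffer or medium: Induction medium lacking tetracycline, stripped serum | Also added: Dexamethasone agonist, 1.0 µM final, for 30 min | Timing: 48 h induction, 1 h compound, 30 min dex at 37 °C | Detection: Formaldehyde fixation, Hoechst nuclear stain, 10x automated fluorescence imaging | Measure: Nuclear versus cytoplasmic GR-EGFP signal, averaged per well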
Yfh1-depleted yeast = enhancers of respiration in Yfh1-depleted yeast, dose response, Friedreich's ataxia, plus single-dose screen (AID 1465) | S. cerevisiae Yfh1-off respiration, WST-1 reduction, 72 h; higher fold induction means a stronger effect | fold induction at 50 µM; hits with a dose series show EC50 in µM | actives 0.074% (n = 220,000);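 active = fold induction of absorbance versus untreated yeast above a set limit, then at least 30% activation at any dose in follow-up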;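 also: activators that raise dye reduction in frataxin-depleted yeast; strong numbers were not always called active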
MT stabilize HCS = microtubule stabilizers in HeLa cells, primary screen, imaging, high-content imaging; HeLa tubulin immunostaining HCS, 24 h; share of cells brighter than vehicle mean+2SD; % tubulin-high responders, % at 10 µM; actives 0.83% (n = 200,000); AID 2205, 2009;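 active = plate Z-score above 3 for both tubulin-high and condensed-nucleus cell shares, with cell loss under 80%, at 10 µM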;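 also: anti alpha tubulin signal scored within the nucleus-defined area of each cell; some results filed as inactive read as strong as hits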
P. falciparum M17LAP = P. falciparum M17LAP inhibitors, primary screen, biochemical, fluorogenic H-Leu-NHMec substrate, 1536-well (AID 1619); recombinant M17LAP, H-Leu-NHMec fluorogenic kinetic assay; higher % means a stronger effect; inhibition, % at 30 µM, or IC50 in µM where a hit was titrated; actives 0.38% (n = 220,000);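 active = compound inhibiting the enzyme by more than half at any dose during confirmatory dose-response retesting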;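 also: plate controls were full reaction with DMSO carrier for no effect and no enzyme background for full effect; strong numbers were not always called active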
P. falciparum M1AAP = P. falciparum M1AAP inhibitors, biochemical, fluorogenic H-Leu-NHMec substrate, 1536-well (AID 1445). recombinant M1AAP, H-Leu-NHMec fluorogenic kinetic assay; higher % means a stronger effect. one-dose inhibition, % at 30 µM; IC50 in µM for titrated hits. Aminopeptidase N (Plasmodium falciparum (isolate 3D7)). actives 0.42% (n = 220,000);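 active = primary inhibition above the hit cutoff, then over 50% inhibition at one or more dose response concentrations, cut at about 23% in these data, passing the limit was not always enough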;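 also: plate controls were DMSO full reaction for no effect and no enzyme background for full effect; strong numbers were not always called active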
Autophagy HCS = autophagy modulators in MEF cells, primary screen, imaging, high-content, MEF GFP-LC3; actives 0.98% (n = 190,000); AID 463193, 2010; calls only at 10 µM (by protocol); MEF GFP-LC3 puncta imaging; test concentration mostly 10 µM;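 active = percentage of spot-positive cells more than 3 SD above its plate mean, without a fluorescence outlier flag or 80% toxicity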;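 also: spot-positive cell cutoff set from DMSO-treated cells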
T cell HTS = modulators of CD8 T cell-vesicle binding, primary screen, mouse 2C CD8+ T cells, flow cytometry; 2C CD8+ T cell-vesicle binding; hits give low values; calls only at 7 µM; actives 0.068% (n = 330,000);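 active = response, share of CD8 T cells binding vesicles, and their 90th percentile fluorescence all below set limits, cut at about 80% in these data, passing the limit was not always enough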
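Assay system – 2C mouse CD8+ T cells · Also added – QL9-loaded Drosophila micro-vesicles · Timing – Cell–vesicle co-incubation 1.5 h at 37 °C, staining 20 min on ice · Signal – flow cytometry of vesicle-bound cells · Measure – percent CD8+ FL2 mean versus row control · Controls – Peptide-free naked vesicles (low) and QL9 vesicles with 0.7% DMSO vehicle (high)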
b-catenin transl = modulators of beta-catenin nuclear translocation, primary screen, imaging, HeLa cells, immunofluorescence, high-content | nuclear translocation activity, % at 5 µM | actives 0.3% (n = 190,000);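 active = nuclear translocation activity above 50% at 5 µM, with a well cell count of 50 or more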;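 also: per-cell ratio of nuclear to cytoplasmic median beta-catenin stain intensity; plate controls were DMSO negative control for no effect and GSK-3 inhibitor IX positive control for full effect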
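Test system: human HeLa cells, endogenous beta-catenin. Times: 24 h compound exposure, 37°C. Measured by: beta-catenin immunofluorescence imaging with DAPI.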
WT yeast gro inh mutant strain = also measured in WT yeast gro inh; calls as there; inhibition, %; mitochondrial fusion phenotypic screen, mutant strain inhibition
Dynein transport cytoplasmic EGFP = further read-out of Dynein transport, marked with its call; z-score; measured here: cytoplasmic GR-EGFP intensity; hits give high values
Dynein transport nuclear GR-EGFP = second read-out of Dynein transport, no call of its own (marks repeat the call); z-score; measured here: nuclear GR-EGFP intensity;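 lower value marks the stronger effect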
Dynein transport cell count = second read-out of Dynein transport, no call of its own (marks repeat the call); z-score; measured here: cell count per field
b-catenin transl cell count 5 µM = recorded beside b-catenin transl, whose call it bears; cell count; measured here: cell count, cytotoxicity flag
T cell HTS vesicle-bound % = also measured in T cell HTS; calls as there; double positive events, %; measured here: CD8+ vesicle-bound cell fraction;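 binding gate set so that unloaded-vesicle control wells show 10% double positive cells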
MT stabilize HCS Hoechst-high % = second read-out of MT stabilize HCS, no call of its own (marks repeat the call); % Hoechst-high responders; measured here: nuclear condensation Hoechst responders;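 share of cells brighter than vehicle mean plus two SD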
MT stabilize HCS cytotoxicity % = further read-out of MT stabilize HCS, marked with its call; toxicity, %; measured here: cytotoxicity by cell density;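 0% = mean cell density of plate MIN control wells and 100% = no cells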
Autophagy HCS cell loss 18 h = also measured in Autophagy HCS; calls as there; toxicity, %; measured here: cell loss, nuclei count;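 cell loss after 18 h compound exposure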
* marks the source's active call; other numbers are inactive results; i = inactive; nt = not tested or not shown.

1	Cc1nc(N2CCN(C)CC2)c2cc(-c3ccccc3)sc2n1
2	Cc1cc(C)n(CC(O)CN(c2cccc([N+](=O)[O-])c2)S(=O)(=O)c2ccccc2)n1 (stereo unspecified)
3	O=C(NC1=NCCS1)c1cccc(OC(F)F)c1
4	Cc1sc2ncnc(Sc3nnc4sc5ccccc5n34)c2c1C
5	COc1cc2ccccc2cc1C(=O)Nc1ccc(S(=O)(=O)Nc2cc(C)on2)cc1
entry no.,1,2,3,4,5
WT yeast gro inh,13,-4,-7,0,-3
WT yeast gro inh mutant strain,15,-14,5,-9,-2
Dynein transport,-0.91,1.1,0.62,2.2,-0.75
Dynein transport cytoplasmic EGFP,-0.27,0.49,-0.17,-0.044,-0.31
Dynein transport nuclear GR-EGFP,-0.31,0.6,0.22,1.1,-0.25
Dynein transport cell count,0.66,-0.31,-0.094,-1.9,0.38
Yfh1-depleted yeast,i,i,i,i,i
MT stabilize HCS,5.1,2.1,1.4,2.9,6.3
MT stabilize HCS Hoechst-high %,1.9,2.0,2.0,2.2,4.2
MT stabilize HCS cytotoxicity %,6.6,5.2,12,9.8,5.9
P. falciparum M17LAP,2%,-3%,17%,-16%,24%
P. falciparum M1AAP,3%,1%,9%,7%,1%
Autophagy HCS,i,i,i,i,i
Autophagy HCS cell loss 18 h,10,-44,8,5,13
T cell HTS,i,i,i,i,i
T cell HTS vesicle-bound %,52,67,34,9,30
b-catenin transl,-0.4,2.6,1.8,0.4,-2.4
b-catenin transl cell count 5 µM,1156,1125,1122,886,1301

6	CCOC(=O)C1=C(N)OC2=C(C(=O)CCC2)C1c1ccc(C)s1 (stereo unspecified)
7	O=C(CN1CCCCCC1)N/N=C/c1ccc(Cl)c(Cl)c1
8	COc1ccc(C(C)=O)cc1CN1C(=O)NC2(CCCCC2)C1=O
9	Cc1ccc(C)n1Cc1ccc(C(=O)O)cc1
10	Cc1ccc(N(C(=O)c2ccccc2Cl)C2=NC(C)CS2)c(C)c1 (stereo unspecified)
entry no.,6,7,8,9,10
WT yeast gro inh,5,12,6,3,72*
WT yeast gro inh mutant strain,-3,-7,7,15,10*
Dynein transport,-0.9,-0.39,0.82,-0.54,-0.89
Dynein transport cytoplasmic EGFP,-0.22,-0.25,-0.078,-0.23,0.41
Dynein transport nuclear GR-EGFP,-0.19,-0.48,0.85,-0.0012,0.2
Dynein transport cell count,1.8,0.62,-0.5,0.71,0.36
Yfh1-depleted yeast,i,i,i,i,i
MT stabilize HCS,1.9,2.4,1.4,2.9,2.6
MT stabilize HCS Hoechst-high %,3.2,3.0,1.1,2.0,2.4
MT stabilize HCS cytotoxicity %,7.8,4.3,8.7,3.5,8.9
P. falciparum M17LAP,-1%,13%,14%,10%,-3%
P. falciparum M1AAP,-1%,-1%,-2%,11%,2%
Autophagy HCS,i,i,i,i,i
Autophagy HCS cell loss 18 h,-17,16,-1,-8,-5
T cell HTS,i,i,i,i,i
T cell HTS vesicle-bound %,18,35,44,36,15
b-catenin transl,-2.5,0.6,-2.7,nt,0.0
b-catenin transl cell count 5 µM,1090,870,1240,nt,910

Entries by screen from the entries so far.
Nos. 2 to 7 in b-catenin transl: 2.6, 1.8, 0.4, -2.4, -2.5, 0.6

(cont.)
11	COc1ccc(OC)c(C(=O)c2c(C)oc3cc([N+](=O)[O-])c(O)c([N+](=O)[O-])c23)c1
12	Cc1ccc2nc(-c3ccc(NC(=O)COC(=O)c4ccc(=O)[nH]c4)cc3)sc2c1
13	Cc1ccc(-c2nc3ncccn3c2NC2CCCC2)o1
14	O=C(NCc1cccs1)c1nn2cccnc2c1Cl
15	O=S(=O)(c1ccccc1)N1N=C(c2cccs2)CC1c1ccc(Br)cc1 (stereo unspecified)
entry no.,11,12,13,14,15
WT yeast gro inh,nt,18,-13,-6,49
WT yeast gro inh mutant strain,nt,-1,19,3,15
Dynein transport,0.65,0.48,-0.44,-0.85,0.6
Dynein transport cytoplasmic EGFP,-0.23,-0.19,-0.16,-0.2,-0.11
Dynein transport nuclear GR-EGFP,0.21,0.34,0.38,-0.82,-0.084
Dynein transport cell count,-0.88,0.76,0.75,0.75,-0.83
Yfh1-depleted yeast,i,i,i,i,i
MT stabilize HCS,nt,4.0,1.9,4.5,0.7
MT stabilize HCS Hoechst-high %,nt,1.9,1.0,1.9,1.5
MT stabilize HCS cytotoxicity %,nt,3.3,6.1,5.9,8.3
P. falciparum M17LAP,34%,4%,1%,5%,9%
P. falciparum M1AAP,8%,0%,14%,13%,-4%
Autophagy HCS,nt,i,i,i,i
Autophagy HCS cell loss 18 h,nt,3,40,12,16
T cell HTS,i,i,i,i,i
T cell HTS vesicle-bound %,26,22,51,58,40
b-catenin transl,0.7,1.0,-0.6,nt,-0.2
b-catenin transl cell count 5 µM,1392,947,1026,nt,1278

Reprinted at random: 2 compounds from above.
9	Cc1ccc(C)n1Cc1ccc(C(=O)O)cc1
3	O=C(NC1=NCCS1)c1cccc(OC(F)F)c1
entry no.,9,3
WT yeast gro inh,3,-7
WT yeast gro inh mutant strain,15,5
Dynein transport,-0.54,0.62
Dynein transport cytoplasmic EGFP,-0.23,-0.17
Dynein transport nuclear GR-EGFP,-0.0012,0.22
Dynein transport cell count,0.71,-0.094
Yfh1-depleted yeast,i,i
MT stabilize HCS,2.9,1.4
MT stabilize HCS Hoechst-high %,2.0,2.0
MT stabilize HCS cytotoxicity %,3.5,12
P. falciparum M17LAP,10%,17%
P. falciparum M1AAP,11%,9%
Autophagy HCS,i,i
Autophagy HCS cell loss 18 h,-8,8
T cell HTS,i,i
T cell HTS vesicle-bound %,36,34
b-catenin transl,nt,1.8
b-catenin transl cell count 5 µM,nt,1122

(listing goes on)
16	Cc1sc(NC(=O)c2cccs2)c(C(=O)OC(C)C)c1C
17	CCCCOc1ccc(C(=O)Nc2ccc(N3CCN(C(C)=O)CC3)cc2)cc1
18	Cc1ccc(Cl)cc1Nc1nc(-c2sc(NC(=O)C(C)(C)C)nc2C)cs1
19	O=C1NC(=Nc2ccccc2)/C(=C/c2ccco2)S1
20	CCc1nc2ccccc2c(C(=O)OCC(=O)NCc2ccc3c(c2)OCO3)c1C
entry no.,16,17,18,19,20
WT yeast gro inh,4,-2,3,19,15
WT yeast gro inh mutant strain,5,-10,-12,15,0
Dynein transport,-0.069,0.42,0.79,0.55,0.52
Dynein transport cytoplasmic EGFP,0.91,-0.13,-0.2,-0.18,-0.22
Dynein transport nuclear GR-EGFP,0.57,0.15,0.75,0.43,0.39
Dynein transport cell count,-1,-0.22,-0.22,-1.6,1.4
Yfh1-depleted yeast,i,nt,i,i,i
MT stabilize HCS,3.1,1.1,1.3,2.7,4.1
MT stabilize HCS Hoechst-high %,1.3,1.2,1.0,2.9,1.4
MT stabilize HCS cytotoxicity %,5.2,7.9,8.6,1.9,8.6
P. falciparum M17LAP,10%,8%,-13%,-1%,14%
P. falciparum M1AAP,7%,8%,4%,13%,2%
Autophagy HCS,i,i,i,i,i
Autophagy HCS cell loss 18 h,8,-7,13,2,15
T cell HTS,i,i,i,i,i
T cell HTS vesicle-bound %,45,17,28,42,34
b-catenin transl,-0.9,nt,2.8,-1.3,-2.8
b-catenin transl cell count 5 µM,1167,nt,1397,1091,1007

21	CC1CN(S(=O)(=O)c2cn(C)c(=O)n(C)c2=O)CC(C)O1 (stereo unspecified)
22	COc1ccc(-c2nn(-c3ccccc3)cc2/C=C(\C#N)S(=O)(=O)c2ccccc2)cc1OC
23	CC(C)N1C(=O)CCC1C(=O)N1CCC(Cc2ccccc2)CC1 (stereo unspecified)
24	Cc1cc(C)c2nc3s/c(=C/c4ccc5c(c4)n(C)c(=O)n5C)c(=O)n3c2c1
25	Cc1cc(SC2CCOC2=O)nc2ccccc12 (stereo unspecified)
26	CCOC(=O)Nc1ccc2c(c1)N(C(=O)CN1CCN(C)CC1)c1ccccc1S2
entry no.,21,22,23,24,25,26
WT yeast gro inh,12,12,9,15,-15,-8
WT yeast gro inh mutant strain,-3,-9,-1,16,-8,-3
Dynein transport,-1,0.62,0.6,-0.18,0.24,-0.17
Dynein transport cytoplasmic EGFP,-0.18,-0.21,-0.053,-0.18,-0.19,-0.2
Dynein transport nuclear GR-EGFP,-0.58,0.23,1.2,0.35,0.38,-0.21
Dynein transport cell count,0.19,0.037,-0.019,-0.33,-0.084,-0.14
Yfh1-depleted yeast,i,i,nt,nt,i,i
MT stabilize HCS,6.9,3.8,4.1,4.4,2.1,3.8
MT stabilize HCS Hoechst-high %,2.3,2.2,1.8,1.8,2.7,2.4
MT stabilize HCS cytotoxicity %,4.4,0.1,9.1,4.7,9.6,7.1
P. falciparum M17LAP,-5%,-11%,-3%,-6%,9%,6%
P. falciparum M1AAP,3%,4%,2%,2%,6%,6%
Autophagy HCS,i,i,i,i,i,i
Autophagy HCS cell loss 18 h,-9,10,-7,-3,4,-8
T cell HTS,i,i,i,nt,i,i
T cell HTS vesicle-bound %,18,28,28,nt,19,53
b-catenin transl,nt,-1.8,-3.1,nt,-2.4,0.9
b-catenin transl cell count 5 µM,nt,976,645,nt,1061,1072
